# Screens from PubChem BioAssay.
# core dimer inh: inhibitors of HCV core protein dimerization, primary screen, biochemical, TR-FRET, high-throughput. AID 1899, 2009. inhibition, % at 5 µM. TR-FRET GST/Flag-core106 dimerization, 1536-well. hit rate 0.33% among 300,000;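 active means inhibition above the mean of all tested compounds plus 3 SD, set per screening campaign, cut at about 45% in these data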
#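 assay system = GST-tagged and Flag-tagged HCV core protein residues 1-106 | controls = unlabelled core106 and no-GST-core106 wells | incubation = compound-protein-antibody incubation 4 h at 22.5 °C | probe or stimulus = Eu donor and XL665 acceptor anti-tag antibodies | read-out = % inhibition based on acceptor/donor emission ratio | signal = TR-FRET 671 and 617 nm emission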
# EBNA-1 inhibitor: EBNA-1 DNA-binding inhibitors, primary screen, biochemical, fluorescence polarization. inhibition, % at 14.8 µM. hit rate 0.34% among 300,000. AID 1950, 2009; in the data active means inhibition above about 28%
# TPT1 inhibitor: Candida albicans TPT1 enzyme inhibitors, primary screen, biochemical, fluorescence polarization; recombinant caTPT1, FP RNA substrate dephosphorylation; inhibition, % at 5 µM; hit rate 0.81% among 300,000; AID 1962, 2009;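 active means inhibition above the mean of all tested compounds plus 3 SD, set per screening campaign, cut at about 24% in these data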;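 further: plate controls were DMSO alone for no effect and ferristatin control at 100 nM for full effect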
# ZTA counter: blocks Epstein-Barr virus ZTA, an EBNA-1 counter-screen; P03206; ZTA-DNA binding, fluorescence polarization; inhibition, % at 11 µM; hit rate 0.15% among 320,000; AID 2234; in the data active means inhibition above about 33%
# JMJD2C inh: inhibitors of GASC-1 histone demethylase, primary screen, biochemical, fluorescence, DELFIA europium; GST-JMJD2C(1-420) H3K9me3 demethylation; inhibition, % at 2.35 µM; hit rate 0.069% among 330,000;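 active means more than half of a compound's replicate wells show inhibition beyond 50%, single wells judged on their own value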;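 further: signal counts dimethyl H3K9 product captured on neutravidin plate; 0% = median of DMSO wells and 100% = 0.3 times that DMSO median; strong numbers were not always called active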
# CTSL1 counter: Fasciola hepatica cathepsin L1 inhibitors, primary screen, counter-screen for PFM18AAP inhibitor project, biochemical, QFRET, fluorogenic peptide substrate; recombinant F. hepatica cathepsin L1, Z-Leu-Arg-MCA fluorescence; inhibition, % at 5.96 µM; hit rate 0.49% among 300,000;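 active means inhibition above the mean of all tested compounds plus 3 SD, set per screening campaign, cut at about 17% in these data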;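 further: 0% = plate median of test compound wells and 100% = 1 µM Z-Phe-Ala-diazomethylketone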
# PP5 primary: PP5 phosphatase inhibitors, primary screen, biochemical, fluorescence. purified PP5c, OMFP substrate fluorescence. inhibition, % at 6.7 µM. hit rate 0.18% among 320,000. AID 1987, 2009. Serine/threonine-protein phosphatase 5 (Homo sapiens), P53041;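 active means inhibition above the campaign's mean inhibition across all tested compounds plus 3 SD, cut at about 9.5% in these data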;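 further: 0% = DMSO only and 100% = 100 µM cantharidin control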
# Target sequence (P53041 whole entry, looked up): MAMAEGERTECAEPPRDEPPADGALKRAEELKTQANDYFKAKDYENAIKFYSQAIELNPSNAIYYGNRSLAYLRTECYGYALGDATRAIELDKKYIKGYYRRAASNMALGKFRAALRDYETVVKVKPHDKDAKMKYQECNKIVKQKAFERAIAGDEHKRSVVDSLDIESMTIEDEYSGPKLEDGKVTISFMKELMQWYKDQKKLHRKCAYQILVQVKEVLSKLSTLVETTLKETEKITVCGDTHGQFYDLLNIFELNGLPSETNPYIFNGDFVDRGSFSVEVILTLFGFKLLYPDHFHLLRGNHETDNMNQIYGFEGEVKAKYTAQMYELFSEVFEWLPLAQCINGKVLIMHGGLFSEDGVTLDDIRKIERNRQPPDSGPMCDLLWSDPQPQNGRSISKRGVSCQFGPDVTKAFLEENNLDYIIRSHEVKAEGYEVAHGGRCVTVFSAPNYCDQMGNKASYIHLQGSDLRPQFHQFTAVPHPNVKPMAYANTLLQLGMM
# CR mimetic SO: reduction of superoxide in aged yeast, primary screen, HTS | S. cerevisiae aged cells, superoxide DHE fluorescence; active compounds read low | superoxide response (% of plate mean), % at 10 µM | hit rate 0.18% among 330,000 | AID 2690, 2010;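 active means superoxide response under a set limit, about three screen SD below normal, cut at about 65% in these data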;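 further: yeast aged for seven days with compound at 30 °C before DHE staining; 100% = average MFI of all compound-treated wells on the plate with controls excluded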
# PP1 counter: PP1-alpha phosphatase inhibitors, primary screen, counter-screen for PP5 inhibitor project, biochemical, fluorescence, OMFP substrate, single point | purified PP1alpha | inhibition, % at 6.7 µM | hit rate 0.9% among 320,000;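 active means inhibition above the mean inhibition of all tested compounds plus 3 SD, computed separately for each screening campaign, cut at about 15% in these data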
# Target sequence (P62136 whole entry, looked up): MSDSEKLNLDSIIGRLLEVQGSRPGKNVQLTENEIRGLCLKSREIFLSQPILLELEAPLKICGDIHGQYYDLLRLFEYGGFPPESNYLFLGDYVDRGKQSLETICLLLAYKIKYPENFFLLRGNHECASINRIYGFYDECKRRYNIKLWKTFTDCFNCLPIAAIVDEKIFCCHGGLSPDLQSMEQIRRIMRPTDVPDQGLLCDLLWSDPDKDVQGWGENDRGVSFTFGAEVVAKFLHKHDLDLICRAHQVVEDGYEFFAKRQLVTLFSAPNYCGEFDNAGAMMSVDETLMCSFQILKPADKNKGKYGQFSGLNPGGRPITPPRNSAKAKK
# * marks the source's active call; other numbers are inactive results.
SMILES,core dimer inh,EBNA-1 inhibitor,TPT1 inhibitor,ZTA counter,JMJD2C inh,CTSL1 counter,PP5 primary,CR mimetic SO,PP1 counter
Cc1cc([N+](=O)[O-])cnc1Sc1nccn1C,4,7,-1,-3,6,-1,0.6,104,-1
N/C(=N\OC(=O)CCC1CCCCC1)c1ccc([N+](=O)[O-])cc1,-3,-2,-1,-11,3,-10,0.9,111,3
Cc1c(OC(C)C(=O)NCCCN2CCOCC2)ccc2c3c(c(=O)oc12)CCCC3 (centres undefined),-8,-4,-1,-17,15,1,2.6,97,-3
COCCn1c(=O)[nH]c2cc(C(=O)N3CCN(c4cccc(C(F)(F)F)c4)CC3)ccc2c1=O,7,4,1,9,-1,1,2.0,98,1
COc1ccc(-c2nnc(Nc3nc4c(OC)cccc4s3)o2)c(OC)c1,5,6,-2,0,47,0,4.6,107,7
O=C(Nc1ccccn1)c1ccc2c(c1)OCO2,2,-2,2,0,-3,-3,-3.2,99,-5
Cc1cc(/C=C(\C#N)C(=O)O)c(C)n1-c1ccc(Br)cc1,1,1,4,2,-1,4,8.8,107,5
COc1nc(Nc2ccc(C(C)=O)cc2)nc(OC)n1,-1,10,3,8,1,0,-0.7,118,-6
CC(=O)NCCNc1nc2c(-c3cccc(C)c3)nnn2c2ccccc12,3,-24,1,-3,28,-7,1.2,98,1
O=C(CSCc1ccccc1)Nc1ccc2c(c1)OCO2,25,3,-3,-9,7,-7,0.8,108,1
O=C(NNC(=O)C1CCN(c2ncccn2)CC1)c1ccccc1,-7,-9,-2,2,1,-1,3.1,135,-3
COc1cccc(/C=N/Nc2ccc([N+](=O)[O-])cc2)c1O,-14,-7,37*,-4,14,0,2.6,101,7
O=C(Cc1ccc(-n2c(=O)c3sccc3n(CC(=O)Nc3ccccc3)c2=O)cc1)NCc1ccco1,-1,-10,0,-11,3,-1,0.1,112,2
CCN(CC)C(=O)Oc1ccc(Br)c2ccccc12,10,5,-4,15,0,-1,0.8,96,-1
COc1ccc(OC)c(/C=C/C(=O)N2CCCc3ccccc32)c1,2,0,-3,-8,-17,5,1.6,81,-3
COc1cc(CCC(=O)OCC(=O)Nc2ccc(Br)cc2F)cc(OC)c1OC,-2,2,-1,7,8,-13,0.2,97,1
O=C(NCc1ccc(Cl)s1)C1CCC(=O)N(CCc2cccc(F)c2)C1 (centres undefined),8,5,-4,7,-10,-4,0.4,101,-3
CCOc1ccccc1NC(=O)COC(=O)c1cc[n+]([O-])cc1,1,-18,6,-9,-4,-7,-1.2,99,-5
Cc1occc1C(=O)N/N=C/c1ccccn1,-2,-2,-5,-4,4,2,2.2,104,0
Cc1cc(OCC(=O)NC2CC2)c2c(C)c(C)c(=O)oc2c1,5,-3,-2,6,-3,-2,1.5,95,1
Cc1cc(NC(=S)Nc2cccc3ccccc23)n[nH]1,14,4,-4,19,7,0,0.9,102,2
CN1Cc2cccc3c2C(Cc2ccccc2S3)C1 (centres undefined),-4,-3,1,7,-8,2,1.7,101,4
CCc1nc(OCc2ccco2)c2sc3nc4c(cc3c2n1)COC(C)(C)C4,14,5,3,1,10,4,0.6,92,-2
Cc1ccccc1OCC(=O)NC(=S)Nc1ccc(N2CCCC2)cc1,7,-2,-1,-7,0,-1,1.2,98,-1
CC(=O)N1c2ccc(S(=O)(=O)N(C)CC(=O)NC(C)c3ccccc3)cc2CC1C (centres undefined),-3,-8,-2,-2,-8,0,1.1,92,3
Cc1ccc(-c2ccc(/C=C3\C(=O)ON=C3c3ccccc3)o2)c([N+](=O)[O-])c1,18,4,-1,29,-7,3,3.5,98,17*
CC(C)(C)c1nc(SCC(=O)Nc2ccc(N3CCOCC3)cc2)c2ccccc2n1,10,0,1,-6,10,5,2.9,101,5
CCN(CC)C1=CC(=O)OC12CCCCC2,-1,3,-1,1,3,-2,0.0,105,6
Cc1cccc(-c2cc3nc4c(c(N5CCCC(O)C5)n3n2)CCC4)c1 (centres undefined),-5,6,-4,9,-4,2,3.3,84,2
CC1C2CC(C(S(=O)(=O)N3CCOCC3)C2=O)C1(C)C (centres undefined),-1,-9,0,-25,-2,-2,0.2,99,-1
CCOc1ccc(NC(=O)NC(=O)N(C(C)C)S(C)(=O)=O)cc1,-1,6,-2,6,37,1,-1.2,101,-2
CN1CCc2nc(SCCOc3ccccc3)c(C#N)cc2C1,6,7,4,9,17,3,1.4,97,4
Cc1cccc(OC(C)C(=O)Nc2ccccc2C(=O)N2CCCCC2)c1 (centres undefined),-6,-2,-2,15,3,-1,-0.2,114,0
Cc1ccc(NC(=S)NCCc2ccccc2)nc1,7,7,0,13,2,2,-0.4,106,-2
COc1cc2c(cc1NC(=O)CSCC(=O)O)oc1ccccc12,-2,0,-2,-16,17,4,-1.5,112,-2
CCCCc1ccc(NC(=O)C2CCN(S(C)(=O)=O)CC2)cc1,-5,0,0,-2,-1,4,-0.4,87,2

# An excerpt taken from the entries so far, for reference:
SMILES,core dimer inh,EBNA-1 inhibitor,TPT1 inhibitor,ZTA counter,JMJD2C inh,CTSL1 counter,PP5 primary,CR mimetic SO,PP1 counter
Cc1ccccc1OCC(=O)NC(=S)Nc1ccc(N2CCCC2)cc1,7,-2,-1,-7,0,-1,1.2,98,-1
CC(=O)N1c2ccc(S(=O)(=O)N(C)CC(=O)NC(C)c3ccccc3)cc2CC1C (centres undefined),-3,-8,-2,-2,-8,0,1.1,92,3
Cc1ccc(-c2ccc(/C=C3\C(=O)ON=C3c3ccccc3)o2)c([N+](=O)[O-])c1,18,4,-1,29,-7,3,3.5,98,17*
CC(C)(C)c1nc(SCC(=O)Nc2ccc(N3CCOCC3)cc2)c2ccccc2n1,10,0,1,-6,10,5,2.9,101,5
CCN(CC)C1=CC(=O)OC12CCCCC2,-1,3,-1,1,3,-2,0.0,105,6
Cc1cccc(-c2cc3nc4c(c(N5CCCC(O)C5)n3n2)CCC4)c1 (centres undefined),-5,6,-4,9,-4,2,3.3,84,2
CC1C2CC(C(S(=O)(=O)N3CCOCC3)C2=O)C1(C)C (centres undefined),-1,-9,0,-25,-2,-2,0.2,99,-1
CCOc1ccc(NC(=O)NC(=O)N(C(C)C)S(C)(=O)=O)cc1,-1,6,-2,6,37,1,-1.2,101,-2
CN1CCc2nc(SCCOc3ccccc3)c(C#N)cc2C1,6,7,4,9,17,3,1.4,97,4
Cc1cccc(OC(C)C(=O)Nc2ccccc2C(=O)N2CCCCC2)c1 (centres undefined),-6,-2,-2,15,3,-1,-0.2,114,0
Cc1ccc(NC(=S)NCCc2ccccc2)nc1,7,7,0,13,2,2,-0.4,106,-2
COc1cc2c(cc1NC(=O)CSCC(=O)O)oc1ccccc12,-2,0,-2,-16,17,4,-1.5,112,-2
CCCCc1ccc(NC(=O)C2CCN(S(C)(=O)=O)CC2)cc1,-5,0,0,-2,-1,4,-0.4,87,2

# Further results:
SMILES,core dimer inh,EBNA-1 inhibitor,TPT1 inhibitor,ZTA counter,JMJD2C inh,CTSL1 counter,PP5 primary,CR mimetic SO,PP1 counter
CNc1nc(N)c([N+](=O)[O-])c(NCC2CCCO2)n1 (centres undefined),-2,-3,-6,10,-30,2,0.9,97,-3
COc1ccc(CC(=O)Nc2ccc(/C(C)=N/NC(=O)c3cccc([N+](=O)[O-])c3)cc2)cc1,11,3,4,13,32,-3,1.7,100,4
Cc1cc(CNC(=O)COc2cc(F)ccc2[N+](=O)[O-])c2ccccc2n1,-1,5,-5,-15,-3,2,1.8,111,1
COc1ccc(C2=NOC(Cn3c(Cc4ccc(Cl)cc4)nc4c3c(=O)n(C)c(=O)n4C)C2)cc1 (centres undefined),14,-7,3,6,-5,2,3.2,96,-2
O=C(CNC(=S)N(Cc1ccccc1)Cc1cccnc1)N1CCOCC1,-3,-1,-1,-12,-7,1,-0.9,116,-1
CCOC(=O)N1CCN(CCC(=O)Nc2cc(OC)cc(OC)c2)CC1,-1,3,-4,-16,-31,-4,1.5,95,-3
O=S1(=O)C=CC(c2ccccc2)C1 (centres undefined),-8,-10,-1,1,9,0,2.1,111,-8
COc1ccc(C(=O)C2CCCN(C(=O)COc3ccc(C(C)=O)cc3)C2)cc1F (centres undefined),4,1,-4,11,0,-1,-1.9,97,-2
COc1cc(/C=C(\C#N)C(=O)c2c[nH]c3ccccc23)cc(OC)c1O,-4,-8,128*,-20,13,-1,-0.9,91,-3
COc1ccc(/C=C(/C(=O)Nc2ccccc2C(=O)NC(C)C)c2ccccc2)cc1,-2,0,0,1,12,7,1.2,88,1
CC1CCCN(C2(O)C(=O)Nc3ccc(Cl)cc32)C1 (centres undefined),-3,-13,-2,4,-10,3,0.9,98,2
Cc1ccc(OCCCC(=O)NC2CCCCC2)cc1,7,-10,-1,2,-7,-1,1.8,99,2
S=c1[nH]cc(-c2ccccc2)n1-c1ccccc1Cl,-7,2,3,-9,-7,-2,1.8,95,-1
Cc1ccccc1OCc1nc(-c2ccccc2)no1,4,7,1,-3,-1,0,4.1,106,-5
CC(C)(C)c1ccc(C(=O)N2CCNC(=O)C2CC(=O)Nc2ccc(F)cc2)cc1 (centres undefined),-3,-9,0,-1,7,3,2.5,106,-2
COC(=O)[C@H](Cc1ccccc1)NC(=O)NCCc1ccc(S(N)(=O)=O)cc1,-1,-8,-3,-2,0,-2,0.4,113,-3
CC1CCC(NC(=O)CNC(=O)c2ccc3ccccc3c2)CC1 (centres undefined),-4,-15,-4,-29,-1,11,-1.0,99,-3
CCOC(=O)C1(CCOC)CCN(C(C)CCc2ccc(OC)cc2)CC1 (centres undefined),-13,-11,1,-2,2,2,2.9,77,0
O=C(CCc1n[nH]c(=O)[nH]c1=O)Nc1cccc([N+](=O)[O-])c1,-12,0,1,-11,-5,0,4.1,104,-2
CCC(=O)N1N=C(c2ccccc2)CC1c1ccc([N+](=O)[O-])cc1 (centres undefined),-4,-2,-3,9,10,4,1.6,101,2
Cc1ccc(NC(=S)/N=C(\N)Nc2nc(C)c3cc(C)ccc3n2)c(C)c1,8,2,1,2,-2,0,2.6,121,2
Cc1c(NC(=O)Nc2ccc(C(C)(C)C)cc2)c(=O)n(-c2ccccc2)n1C,-2,-8,1,-2,-6,-2,-2.1,111,-2
C/C(=N\NC(=S)Nc1ccc(F)cc1)c1ccc2c(c1)OCCO2,1,-4,0,-11,0,3,4.0,117,0
CCCc1c(CC)c(=N)c2ccccc2n1C,-6,2,0,-10,4,-1,1.9,108,2
